PP5 inh – PP5 phosphatase inhibitors, primary screen, biochemical, fluorescence. Serine/threonine-protein phosphatase 5 (Homo sapiens), P53041. purified PP5c, OMFP substrate fluorescence. inhibition, % at 6.7 µM. actives 0.18% (n = 320,000). AID 1987, 2009;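 active means inhibition above the campaign's mean inhibition across all tested compounds plus 3 SD, cut at about 9.5% in these data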;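 further: 0% = DMSO only and 100% = 100 µM cantharidin control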
Target sequence (P53041 whole entry, looked up): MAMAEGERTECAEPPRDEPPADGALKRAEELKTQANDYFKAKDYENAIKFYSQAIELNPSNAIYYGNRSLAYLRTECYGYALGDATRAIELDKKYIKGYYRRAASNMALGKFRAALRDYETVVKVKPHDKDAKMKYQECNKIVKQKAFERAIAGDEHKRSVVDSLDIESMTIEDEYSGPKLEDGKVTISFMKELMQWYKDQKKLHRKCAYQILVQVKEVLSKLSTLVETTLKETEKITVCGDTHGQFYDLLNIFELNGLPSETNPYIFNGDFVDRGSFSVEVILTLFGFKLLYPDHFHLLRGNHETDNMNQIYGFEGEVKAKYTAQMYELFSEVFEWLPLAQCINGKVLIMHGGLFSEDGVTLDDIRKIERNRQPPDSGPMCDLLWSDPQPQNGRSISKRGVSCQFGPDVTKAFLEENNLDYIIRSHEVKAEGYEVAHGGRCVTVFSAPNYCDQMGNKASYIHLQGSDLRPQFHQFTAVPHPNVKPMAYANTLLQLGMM
CTSL1 counter – Fasciola hepatica cathepsin L1 inhibitors, primary screen, counter-screen for PFM18AAP inhibitor project, biochemical, QFRET, fluorogenic peptide substrate; recombinant F. hepatica cathepsin L1, Z-Leu-Arg-MCA fluorescence; actives 0.49% (n = 300,000); inhibition, % at 5.96 µM;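 active means inhibition above the mean of all tested compounds plus 3 SD, set per screening campaign, cut at about 17% in these data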;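 further: 0% = plate median of test compound wells and 100% = 1 µM Z-Phe-Ala-diazomethylketone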
proCasp7 act – procaspase-7 activators, primary screen, counter-screen for procaspase-3 activator project, biochemical, absorbance, HTS, human. Caspase-7 (Homo sapiens), P55210. recombinant procaspase-7, Ac-DEVD-pNA absorbance 405 nm; D23A/D198A/D206A triple mutant, cannot self-cleave; scale: DMSO 0, 5 µM enzyme 100. activation, % at 8.5 µM. actives 0.093% (n = 330,000). AID 463210, 2010;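 active means percent activation above the screen-wide mean plus 3 SD, cut at about 25% in these data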
Target sequence (P55210 whole entry D23A/D198A/D206A): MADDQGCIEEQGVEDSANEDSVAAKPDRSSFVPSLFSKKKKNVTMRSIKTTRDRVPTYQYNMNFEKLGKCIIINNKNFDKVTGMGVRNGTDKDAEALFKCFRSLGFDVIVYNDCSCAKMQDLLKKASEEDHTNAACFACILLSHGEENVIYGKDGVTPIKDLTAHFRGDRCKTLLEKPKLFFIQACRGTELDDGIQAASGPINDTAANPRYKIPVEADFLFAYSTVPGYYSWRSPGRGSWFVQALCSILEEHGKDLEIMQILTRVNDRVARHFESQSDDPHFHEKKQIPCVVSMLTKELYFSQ
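Material: Procaspase-7 triple mutant (PC-7 D3A) | Quantity: 2 µM procaspase-7 mutant as dispensed | Reagent: DEVD-pNA substrate | Times: 1 h preincubation, 2 h reaction | Technique: 405 nm absorbance of p-nitroaniline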
PAFAH2 inh – PAFAH2 enzyme inhibitors, primary screen, biochemical, fluorescence polarization, human. recombinant PAFAH2, FP-rhodamine activity probe. inhibition, % at 3.39 µM. actives 0.99% (n = 340,000);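 active means inhibition above the mean over all tested compounds plus 3 SD, cut at about 30% in these data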;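 further: inhibitors block probe labeling of enzyme so polarization drops; 0% = enzyme with DMSO and 100% = wells lacking PAFAH2 protein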
AHR activator – AHR activators, primary screen, cell-based, luminescence, luciferase reporter, human. Aryl hydrocarbon receptor (Homo sapiens), P35869. AHR-responsive luciferase reporter cells. activation, % at 5 µM. actives 2.5% (n = 320,000). AID 2796, 2010; in the data active means activation above about 47%;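 further: 0% = vehicle wells and 100% = reference agonist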
PP1 inh – PP1-alpha phosphatase inhibitors, primary screen, counter-screen for PP5 inhibitor project, biochemical, fluorescence, OMFP substrate, single point | inhibition, % at 6.7 µM | AID 2235, 2010 | purified PP1alpha | actives 0.9% (n = 320,000);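 active means inhibition above the mean inhibition of all tested compounds plus 3 SD, computed separately for each screening campaign, cut at about 15% in these data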
procasp3 activ – activators of human procaspase-3 D3A mutant, primary screen, biochemical, absorbance, PC-3 D3A mutant, single concentration. recombinant procaspase-3 D3A, Ac-DEVD-pNA absorbance 405 nm. activation, % at 8.5 µM. actives 0.11% (n = 330,000). AID 463141, 2010;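 active means activation above the mean of all tested compounds plus 3 SD, cut at about 21% in these data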;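 further: 0% = DMSO alone and 100% = DMSO wells spiked with extra 5 µM PC-3 D3A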
Target sequence (P42574 whole entry D9A/D28A/D175A): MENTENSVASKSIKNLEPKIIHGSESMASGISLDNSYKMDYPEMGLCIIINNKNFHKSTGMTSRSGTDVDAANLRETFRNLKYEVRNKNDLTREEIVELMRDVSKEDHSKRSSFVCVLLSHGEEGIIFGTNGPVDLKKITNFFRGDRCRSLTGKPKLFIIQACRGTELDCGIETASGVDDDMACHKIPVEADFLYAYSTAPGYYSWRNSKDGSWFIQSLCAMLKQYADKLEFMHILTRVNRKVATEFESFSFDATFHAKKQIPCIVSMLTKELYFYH
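Assay system: Autoprocessing-dead procaspase-3 D3A mutant enzyme; also added: Ac-DEVD-pNA; doses: one concentration, 8.5 µM nominal, 0.8% DMSO; times: 1 h compound preincubation, 2 h substrate hydrolysis at 25 °C; technique: 405 nm absorbance of p-nitroaniline, reads at 0 and 120 min; measure: % activation between DMSO and enzyme-spiked controls; repeats: single replicate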
HCV core dimer – inhibitors of HCV core protein dimerization, primary screen, biochemical, TR-FRET, high-throughput. TR-FRET GST/Flag-core106 dimerization, 1536-well. inhibition, % at 5 µM. actives 0.33% (n = 300,000). AID 1899, 2009;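 active means inhibition above the mean of all tested compounds plus 3 SD, set per screening campaign, cut at about 45% in these data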
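System – GST-tagged and Flag-tagged HCV core protein residues 1-106 · Repeats – one well for each compound · Technique – TR-FRET 671 and 617 nm emission · Doses – one concentration, 5 µM, in 0.5% DMSO · Times – 4 h, 22.5 °C incubation · Also added – Eu donor and XL665 acceptor anti-tag antibodies · Measure – percent inhibition of core106 dimerization signal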
TPT1 inhibitor – Candida albicans TPT1 enzyme inhibitors, primary screen, biochemical, fluorescence polarization; tRNA 2'-phosphotransferase TPT1 (Candida albicans SC5314); recombinant caTPT1, FP RNA substrate dephosphorylation; inhibition, % at 5 µM; actives 0.81% (n = 300,000); AID 1962, 2009;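 active means inhibition above the mean of all tested compounds plus 3 SD, set per screening campaign, cut at about 24% in these data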;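 further: plate controls were DMSO alone for no effect and ferristatin control at 100 nM for full effect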
Active calls of the source: *; nt = not tested or not shown.

SMILES	PP5 inh	CTSL1 counter	proCasp7 act	PAFAH2 inh	AHR activator	PP1 inh	procasp3 activ	HCV core dimer	TPT1 inhibitor
O=C(c1ccc2nc(N3CCCCC3)sc2c1)N1CCN(Cc2ccc3c(c2)OCO3)CC1	4.5	-1	4	9	9	5	6	8	-2
CC12CCC3(CO)COC(c4ccccc4O1)C2C3 (configuration not stated)	1.9	-1	-1	-3	0	-1	-2	4	2
O=c1oc(-c2cccs2)nc2sc3c(c12)CCC3	0.6	-1	1	56*	2	1	-13	1	-3
Nc1cc(-c2ccccc2)n2c(n1)nc1ccccc12	1.8	1	7	3	6	-7	4	-4	0
COCCn1c(SC(C)C(=O)Nc2ncc(Cl)cc2Cl)nc2ccccc21 (configuration not stated)	2.6	3	-4	-7	2	-3	2	8	0
CSc1cccc(NC(=O)c2sc3nc4n(c(=O)c3c2C)CCC4)c1	3.0	-3	-1	10	-6	1	3	-3	0
CCCN(CCC)S(=O)(=O)c1ccc(C(=O)Nc2nnc(CSC)o2)cc1	-2.2	1	15	-2	4	24*	0	3	0
C[C@H]1C=C(C(=O)NCc2ccccc2)O[C@@H](OCc2ccc(CO)cc2)C1	-0.8	-2	-9	-9	1	0	-8	9	-2
Cc1cccc(OCC(=O)N2CCC(N3CCOCC3)CC2)c1	0.3	1	6	-4	-3	4	-3	-4	-7
O=C(c1ccc(Br)cc1)c1cn[nH]c1-c1ccccc1O	0.7	4	5	3	2	1	9	0	0
COc1cccc(NC(=O)C(=O)N2CCOCC2)c1	2.5	1	7	10	5	4	5	-6	-2
CC1(c2ccc3ccccc3c2)NC(=O)N(CC(=O)Nc2cccc(S(=O)(=O)N3CCOCC3)c2)C1=O (configuration not stated)	6.5	-23	1	-10	49*	2	15	-3	-1
CN(Cc1ccccc1)C(=O)COC(=O)c1ccc[nH]c1=O	nt	nt	1	-7	-1	nt	13	nt	nt
CCN(C(=O)CCc1nc(-c2ccc(OC)cc2)no1)c1cc(OC)ccc1OC	0.8	4	0	7	5	3	6	2	-3
O=C(Nc1nc2c(s1)CCCC2)c1cccs1	2.3	-2	2	1	59*	4	-4	0	-5
CNc1ccc(Oc2c(F)c(F)nc(F)c2F)cc1	1.7	-3	0	3	1	-1	4	-3	1
COC(=O)NC1c2ccccc2Oc2ccccc21	3.2	4	13	-3	0	-1	4	-10	0
COc1ccc(NC(=O)C(=O)NCC(c2ccco2)N2CCc3ccccc32)cc1 (configuration not stated)	0.5	-1	0	0	4	-5	2	5	-1
CCOC(=O)c1cc2c(ccn2C)n1CC(=O)N(Cc1ccccc1)c1ccc(F)cc1	2.7	0	0	-5	2	3	3	5	-8
Cc1ccc(S(=O)(=O)N2CCC[C@H]2C(=O)OCC(=O)Nc2ccc3c(c2)OCO3)cc1	nt	nt	-2	5	4	nt	2	nt	nt
COC(=O)C1=C(C)N(Cc2ccccc2)C(=NCCc2cccnc2)N[C@H]1c1ccc(Br)cc1	nt	nt	16	-2	1	nt	0	nt	nt
O=C(c1ccc(S(=O)(=O)N2CCOCC2)cc1)N1CCc2ccccc2C1	0.2	-2	-8	0	24	1	-11	2	2
Cc1ccc(S(=O)(=O)NCCC(=O)OCn2nnc3ccccc3c2=O)cc1	1.5	-43	1	5	1	-1	7	1	0
Cc1nn(C)c(C)c1Sc1ccccc1N	0.3	-6	-3	8	3	8	-5	2	-1
COc1cc(NC(=O)CN2CCN(c3ccccc3)CC2)c(C)cc1[N+](=O)[O-]	-1.6	13	5	7	3	6	-10	-11	-2
(continued)
SMILES	PP5 inh	CTSL1 counter	proCasp7 act	PAFAH2 inh	AHR activator	PP1 inh	procasp3 activ	HCV core dimer	TPT1 inhibitor
COc1ccc(C(C)=O)cc1COC(=O)CSCC(=O)Nc1ccc(C)cc1	-0.7	-36	5	10	-1	-4	7	-2	-3
COc1cc(/C=C/c2cc(OC(C)=O)c3ccccc3n2)c(OC(C)=O)c([N+](=O)[O-])c1	0.3	-7	6	19	1	3	2	-35	-4
COc1ccccc1C(CNC(=O)C(CCSC)NS(=O)(=O)c1ccccc1F)N1CCCC1 (configuration not stated)	-1.2	-1	-6	3	-1	-3	-2	-2	1
O=C(O)C1CCCCC1C(=O)Nc1ccc2c(c1)OCCO2 (configuration not stated)	2.3	4	-8	-2	2	0	4	-5	-2
Cc1ccc(C(=O)Nc2ccc(C(=O)O)cc2)cc1S(=O)(=O)Nc1cccc([N+](=O)[O-])c1	1.2	-2	10	-8	0	2	4	-1	-3
COc1ccc2c(c1)OC(O)(C(F)(F)F)CC2=O (configuration not stated)	0.7	-2	0	1	-1	-3	-10	3	-1
Cc1ccccc1OCC(=O)OC(C(=O)c1ccccc1)c1ccccc1 (configuration not stated)	3.2	-43	2	1	-2	4	9	0	-1
N#CCC(=O)N/N=C/c1cn(Cc2cccc3ccccc23)c2ccccc12	1.8	0	-4	4	3	4	-3	11	1
O=C(CSc1nnc(-c2ccncc2)n1Cc1ccccc1)Nc1nccs1	0.9	-4	-2	9	-5	-3	9	2	0
O=C(CSCc1c(F)cccc1Cl)Nc1cccnc1	0.0	0	4	-1	-1	-5	5	-7	-3
CCOc1ccccc1CN1CCNC(=O)C1CC(=O)NC1CCCCCCC1 (configuration not stated)	2.1	-1	0	1	-5	-4	-4	-4	-7
C=CCn1c(-c2sccc2C)n[nH]c1=S	-10	10	-25	-5	-2	-6	-23	-14	-4
CC(=O)N1N=C(c2cccs2)CC1c1ccco1 (configuration not stated)	-2.9	-1	2	1	0	-3	-4	-1	2
Cc1ccc(C2NC(=O)c3c(sc(C)c3C)N2)c(O)c1 (configuration not stated)	-0.1	1	0	3	49*	0	-5	3	12
CCN(CC(=O)Nc1ccc(NC(C)=O)cc1)CC(=O)Nc1cccc(Cl)c1	9.8*	-2	-5	1	3	0	2	-1	2
NC(=O)C1(N2CCCCC2)CCN(C(=O)NC23CC4CC(CC(C4)C2)C3)CC1	-0.8	-1	-2	0	-2	-4	-3	2	0
CC(=O)N1CCc2cc(S(=O)(=O)NC(CC(C)C)C(=O)N3CCn4c3nc3ccccc34)ccc21 (configuration not stated)	-0.6	1	10	0	5	2	9	3	-1
CSc1ccc(NC(=O)Nc2cccn(Cc3ccccc3)c2=O)cc1	1.7	1	4	-3	9	3	-7	11	1
N#Cc1ccc(/C=N/NC(=O)c2ccccc2F)cc1	0.3	-2	-4	-2	0	2	-2	-5	-1
CCOc1ccc(-n2c(Cc3cc(=O)[nH]c(=O)[nH]3)nnc2SCC)cc1	0.4	-2	2	7	-1	0	-10	0	1
Cc1ccccc1NC(=O)Cc1nc(COC(=O)CCC(=O)c2ccccc2)cs1	3.6	nt	-3	6	0	-3	11	nt	nt
CCOc1ccc(-n2nnnc2SCC(=O)N2CCOCC2)cc1	2.9	-2	19	1	-1	-5	-3	-3	0
Cc1ccc(C)c(NC(=O)/C(C#N)=C/c2cn(CC(=O)NCc3ccco3)c3ccccc23)c1	-1.3	5	-13	-53	3	2	-13	25	2
Cc1ccc(/C(O)=C/C(=O)C(=O)NNC(=O)C(O)(c2ccccc2)c2ccccc2)cc1	6.5	-3	-2	4	1	6	9	15	2
COC(=O)c1c(NC(=O)CN2C(=O)NC(CCc3ccccc3)C2=O)sc2c1CCCCC2 (configuration not stated)	1.0	0	9	3	6	6	1	6	-1
The list continues:
SMILES	PP5 inh	CTSL1 counter	proCasp7 act	PAFAH2 inh	AHR activator	PP1 inh	procasp3 activ	HCV core dimer	TPT1 inhibitor
O=C(CSC1=NCCS1)Nc1nc2ccccc2s1	4.0	-6	0	3	2	-1	8	-2	3
COc1cc(/C=N/NC(=O)C(Cc2c[nH]c3ccccc23)NC(=O)OCc2ccccc2)cc([N+](=O)[O-])c1O (configuration not stated)	2.5	6	8	26	0	9	-16	12	0
O=C(Cn1nnc2ccccc2c1=O)NCCc1ccc(Cl)cc1Cl	1.9	-1	4	6	1	1	-3	12	0
O=C(Nc1ccccc1C(=O)N1CCOCC1)c1ccc([N+](=O)[O-])cc1	2.2	5	10	2	3	-3	3	-8	-2
COCCNC(=O)c1ccc(-c2csc(C)n2)cc1	-0.4	-9	4	4	14	-1	3	-1	-4
C[C@]12C(=O)N(c3ccc(F)cc3)C(=O)N1[C@@H]1c3ccccc3OC[C@@H]1[C@H]2c1ccccc1	0.4	0	-1	-3	-2	0	10	9	2
CC(CC(=O)Nc1nc2ccccc2[nH]1)c1ccccc1 (configuration not stated)	2.2	2	10	-1	10	-3	-1	-4	-7
CCC(OC(=O)c1cc2sccc2n1C)C(=O)NCc1ccco1 (configuration not stated)	-0.6	-3	4	0	1	10	6	1	2
CCOc1ccc(NS(=O)(=O)c2ccc(OCC)c3ncccc23)cc1	2.7	-2	12	10	1	-1	15	-4	-1
COCCNC(=O)c1onc(CSc2ccc(F)cc2)c1C(=O)NCCOC	2.0	-1	2	-1	2	-2	13	-7	-2
O=C(Nc1cccc(Cl)c1N1CCCC1)c1ccc(Br)o1	0.4	-3	12	6	4	-3	5	0	-3
COc1ccc(CN(C)C(C)C(=O)NC2CCCc3ccccc32)cc1 (configuration not stated)	-3.7	-3	1	0	7	4	-6	0	2
CN(c1ccccc1)S(=O)(=O)c1cccc(C(=O)OCC(=O)Nc2ccc(C(N)=O)cc2)c1	nt	nt	3	1	0	nt	6	nt	nt

Part of the list above in another layout:
mol,PP5 inh,CTSL1 counter,proCasp7 act,PAFAH2 inh,AHR activator,PP1 inh,procasp3 activ,HCV core dimer,TPT1 inhibitor
C[C@]12C(=O)N(c3ccc(F)cc3)C(=O)N1[C@@H]1c3ccccc3OC[C@@H]1[C@H]2c1ccccc1,0.4,0,-1,-3,-2,0,10,9,2
CC(CC(=O)Nc1nc2ccccc2[nH]1)c1ccccc1 (configuration not stated),2.2,2,10,-1,10,-3,-1,-4,-7
CCC(OC(=O)c1cc2sccc2n1C)C(=O)NCc1ccco1 (configuration not stated),-0.6,-3,4,0,1,10,6,1,2
CCOc1ccc(NS(=O)(=O)c2ccc(OCC)c3ncccc23)cc1,2.7,-2,12,10,1,-1,15,-4,-1
COCCNC(=O)c1onc(CSc2ccc(F)cc2)c1C(=O)NCCOC,2.0,-1,2,-1,2,-2,13,-7,-2
O=C(Nc1cccc(Cl)c1N1CCCC1)c1ccc(Br)o1,0.4,-3,12,6,4,-3,5,0,-3
COc1ccc(CN(C)C(C)C(=O)NC2CCCc3ccccc32)cc1 (configuration not stated),-3.7,-3,1,0,7,4,-6,0,2

Source: PubChem (The Scripps Research Institute Molecular Screening Center)

Rows were taken by chance; any-hit rate near 5.6%.
